RTF Ca sens inh: cardiac RTF calcium desensitization; IANBD-labeled cardiac RTF, Ca2+ fluorescence; 340,000 compounds, 0.12% hits; P19429+P45379; inhibition, % at 7.15 µM;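 active = inhibition above the mean inhibition of all tested compounds plus 3 SD, cut at about 17% in these data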;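 also: assay run at fixed EC70 calcium of 1.6 mM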
LANA DNA inh: inhibitors of KSHV LANA C-terminal domain DNA binding. inhibition, % at 9 µM. 340,000 compounds, 0.078% hits. MBP-C-LANA/FAM-LBS DNA binding, fluorescence polarization;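 active = highest replicate inhibition at or above 60% at 9 µM, even if other replicates fall short; inactive = all replicates below 60% inhibition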;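 also: 0% = neutral control wells and 100% = 4 µM acridine orange control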
HTR5A ag ctr: counter-screen for OPRM1-OPRD1 agonists: human HTR5A agonism; 340,000 compounds, 0.61% hits; AID 504692; activation, % at 9.3 µM; P47898; HTR5A agonist assay, luminescence, cell-based; in the data active = activation mostly above about 9.5%, no sharp cut-off; inactive = mostly below about 7.6%;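 also: 0% = cells with vehicle only and 100% = reference agonist; strong numbers were not always called active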
Target sequence (P47898 whole entry, looked up): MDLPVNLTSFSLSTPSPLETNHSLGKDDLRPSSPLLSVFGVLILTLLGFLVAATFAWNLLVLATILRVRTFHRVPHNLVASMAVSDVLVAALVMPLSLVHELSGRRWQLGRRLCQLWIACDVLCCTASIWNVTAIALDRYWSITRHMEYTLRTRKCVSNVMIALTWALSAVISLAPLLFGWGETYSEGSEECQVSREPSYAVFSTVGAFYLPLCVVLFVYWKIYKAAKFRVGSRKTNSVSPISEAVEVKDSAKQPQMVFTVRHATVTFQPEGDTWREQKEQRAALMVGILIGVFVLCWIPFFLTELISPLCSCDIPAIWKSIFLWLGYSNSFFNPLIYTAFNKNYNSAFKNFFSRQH
cardiac RTF act: cardiac RTF calcium sensitization. P19429+P45379. IANBD-labeled TnC RTF fluorescence at EC20 calcium; 0% EC20 calcium, 100% full calcium. activation, % at 7.2 µM. 340,000 compounds, 0.24% hits;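 active = activation above the mean over all tested compounds plus 3 SD, cut at about 30% in these data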;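 also: rise in fluorescence read as greater calcium sensitivity of cardiac thin filaments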
CAL-PDZ inh HTS: CAL PDZ (human) peptide binding inhibition; Q9HD26; purified CAL PDZ, TMR-peptide fluorescence polarization, 1 h; 300,000 compounds, 0.92% hits; AID 602252; inhibition, % at 24.9 µM;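 active = mean inhibition of at least 30% with at least half of replicates also reaching 30%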;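 also: 0% = DMSO neutral control and 100% = excess unlabeled competitor peptide PRC23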
V-ATPase pHluor: yeast V-ATPase proton transport regulation by pHLuorin; 350,000 compounds, 0.37% hits; S. cerevisiae, pHLuorin cytosolic pH fluorescence; AID 504577; response, % at 10 µM; in the data active = response mostly above about 7.3%, no sharp cut-off; inactive = mostly below about 5.4%; also: actives read high; inactives centre near 0; some compounds called inactive have numbers as strong as hits; reference of the scale not given here
HTR5A inv ag: HTR5A inverse agonism, opioid heterodimer counter-screen; P47898; HTR5A cell line, luminescence; inhibition, % at 9.3 µM; 340,000 compounds, 0.083% hits; AID 504634; in the data active = inhibition mostly above about 23%, no sharp cut-off; inactive = mostly below about 18%;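 also: 0% = cells with DMSO and 100% = no-cell wells with DMSO; some compounds called inactive have numbers as strong as hits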
MOR-DOR inv ag: inverse agonists of human mu-delta opioid receptor heterodimerization; cell-based MOR-DOR heterodimer luminescence, inverse agonism; inhibition, % at 9.3 µM; 340,000 compounds, 0.21% hits; AID 504357; in the data active = inhibition above about 22%, passing the limit was not always enough;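 also: 0% = cells with DMSO and 100% = wells without cells with DMSO; values of inactives mirror those of a sister screen read the other way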
Keap1-Nrf2 PPI: Keap1-Nrf2 (human) interaction inhibition | Q14145 | Keap1 Kelch-Nrf2 peptide fluorescence polarization, 1536-well | inhibition, % at 9.4 µM | 340,000 compounds, 0.15% hits | AID 504523; in the data active = inhibition above about 12%;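 also: human Keap1 Kelch domain with fluorescein labeled Nrf2 9mer peptide probe; 0% = neutral control wells and 100% = peptide positive control; higher means more block of Keap1 binding to Nrf2 peptide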
Target sequence (Q14145 whole entry, looked up, the tested form may be a part): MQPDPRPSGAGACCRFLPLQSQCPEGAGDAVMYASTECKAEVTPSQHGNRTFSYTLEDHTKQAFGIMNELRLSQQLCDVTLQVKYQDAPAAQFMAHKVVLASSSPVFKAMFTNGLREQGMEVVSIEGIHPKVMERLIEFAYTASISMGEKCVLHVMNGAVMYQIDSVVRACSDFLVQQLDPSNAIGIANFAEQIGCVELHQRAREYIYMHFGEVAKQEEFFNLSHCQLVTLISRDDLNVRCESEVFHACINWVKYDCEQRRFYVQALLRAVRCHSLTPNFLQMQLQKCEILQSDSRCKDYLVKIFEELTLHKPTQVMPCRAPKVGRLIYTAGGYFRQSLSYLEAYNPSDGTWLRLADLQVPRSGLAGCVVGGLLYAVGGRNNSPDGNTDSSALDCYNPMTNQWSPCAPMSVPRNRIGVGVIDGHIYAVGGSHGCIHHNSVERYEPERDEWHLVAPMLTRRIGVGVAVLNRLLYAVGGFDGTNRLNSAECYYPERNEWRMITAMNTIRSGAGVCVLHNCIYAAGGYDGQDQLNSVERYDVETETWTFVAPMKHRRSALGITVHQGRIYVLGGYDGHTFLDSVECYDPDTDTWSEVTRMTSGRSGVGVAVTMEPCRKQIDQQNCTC
OPRM1-OPRD1 ag: agonists of human mu-delta opioid receptor heterodimerization | activation, % at 9.3 µM | 340,000 compounds, 0.3% hits | P35372+P41143 | cells, OPRM1-OPRD1 heterodimerization, luminescence; in the data active = activation above about 18%;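 also: 0% = vehicle-treated cells and 100% = reference agonist; values of inactives mirror those of a sister screen read the other way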
* = called active by the depositor; / = no result given.

SMILES	RTF Ca sens inh	LANA DNA inh	HTR5A ag ctr	cardiac RTF act	CAL-PDZ inh HTS	V-ATPase pHluor	HTR5A inv ag	MOR-DOR inv ag	Keap1-Nrf2 PPI	OPRM1-OPRD1 ag
O=C(Nc1ccccc1)C1CCCN1C(=O)NCc1ccccc1 (stereo unspecified)	-5	-0.9	-5	3	-2	3	-1	14	3	-2.7
COCCCn1c(=O)/c(=C\c2ccccc2OC(F)F)s/c1=C(/C#N)C(=O)N1CCOCC1	-3	4.1	-1	-2	-3	-1	3	14	-15	-2.5
Fc1ccc(C(CCNCc2ccccn2)c2ccc(Cl)cc2)cc1 (stereo unspecified)	-9	0.4	1	-1	1	2	-2	3	-3	-0.6
CC1Cc2cc(/C(O)=C3/C(=O)C(=O)N(CCCn4ccnc4)C3c3ccc(F)cc3)ccc2O1 (stereo unspecified)	-13	1.4	3	4	-2	-1	4	9	-3	-1.8
CC(=O)Nc1ccc(NC(=O)C(C)OC(=O)c2c(C)nn(-c3ccccc3)c2Cl)cc1 (stereo unspecified)	-13	1.6	3	-3	-1	-4	-8	24	0	-6.4
O=C(O)c1cnc(-c2ccccc2)nc1Sc1ccccc1	10	-1.3	3	0	-5	-2	-7	9	3	-1.5
CCOC(=O)[C@H]1[C@H]2COc3ccc(Cl)cc3[C@@H]2N2C(=O)c3cc(F)ccc3NC(=O)[C@@]12C	-5	-2.2	1	-8	-2	-3	2	-5	1	0.9
Cc1ccc(S(=O)(=O)N(C)Cc2ccc(-c3nnco3)cc2)cc1	1	2.0	-4	0	0	-1	9	10	-6	-2.4
CCOC(=O)CN(C)C(=O)CCc1nnc(-c2ccsc2)o1	-16	0.3	3	0	/	1	8	14	-6	-2.9
Cc1ccc(Nc2cc(C)nc3ncnn23)cc1	3	1.1	-3	2	2	-1	12	17	0	-3.8
COC(=O)c1sccc1NC(=O)c1cc(OC)c(OC)c(OC)c1	-4	-0.3	1	0	-8	4	-17	-16	-8	2.8
C=CCN1C(=O)C(CC(=O)Nc2ccc(OC)cc2)SC1=Nc1ccc(S(N)(=O)=O)cc1 (stereo unspecified)	-13	-0.6	4	2	4	0	-13	22	5	-3.9
COc1cccc(-n2c(N)c(-c3nc4ccccc4[nH]3)sc2=S)c1	2	-1.7	4	5	-4	-4	-10	15	-5	-3.3
CCOc1ccccc1OCCCC(=O)NNC(=O)c1nn(C)c(=O)c2ccccc12	-3	-0.4	3	-2	-2	2	7	13	-3	-3.4
C=CCn1c(Sc2nc(C)cs2)nc2c1c(=O)[nH]c(=O)n2C	-5	-0.4	6	-4	-3	1	14	7	-2	-1.2
O=C(COC(=O)CCc1ccc(S(=O)(=O)N2CCOCC2)cc1)Nc1ccccc1OC(F)F	4	0.2	2	-11	/	2	-8	11	0	-2.1
C/C(CC(=O)N1CCN(C=O)CC1)=N\NC(=O)c1cccc([N+](=O)[O-])c1	-1	-1.0	-1	2	10	-2	3	7	-6	-1.4
Cc1cc(F)c(F)c(C(=O)N2CCOCC2)c1Cl	-3	-1.0	1	0	-6	-3	-8	12	-3	-2.1
O=C(NCCSCc1c(F)cccc1Cl)c1ccco1	-14	-0.3	4	-4	2	1	-17	3	-1	-0.6
Cc1ccc(C)c(N(C(=O)c2ccco2)C(C(=O)NC2CCCC2)c2ccco2)c1 (stereo unspecified)	5	-0.9	0	-3	-23	-1	-1	-8	1	1.0
N#Cc1ccc(OC(=O)C2CCN(C3=NS(=O)(=O)c4ccccc43)CC2)cc1	-7	-0.7	1	-1	-3	0	10	13	0	-3.4
c1ccc(OCc2nnnn2-c2ccccc2)cc1	3	-0.4	3	-7	-4	1	-22	17	-1	-3.3
NC(=O)C1(N2CCCCC2)CCN(Cc2ccc(Br)cc2)CC1	-3	/	-5	8	/	4	-2	-25	-1	4.8
CN(CC(=O)Nc1ccc(Cl)c(C(F)(F)F)c1)C(=O)CCC(=O)c1ccccc1	0	0.2	5	0	-5	0	-13	-3	0	0.8
C(/C=C/c1ccccc1)=N/N1CCN(c2ccccc2)CC1	1	1.6	-2	-3	/	-2	2	14	2	-2.5
COc1ccc(NC(=O)C(c2ccccc2)N(C)C(=O)c2ccc(=O)[nH]c2)cc1 (stereo unspecified)	-5	-0.7	-1	-3	-3	0	3	3	-5	-0.6
CC(NC(=O)c1ccc(F)cc1F)C1CC2CCC1C2 (stereo unspecified)	2	-1.9	8	-2	5	2	0	-15	2	2.4
CC(C)(C)c1cc(C2=CSC3=NCCN23)cc(C(C)(C)C)c1O	-5	-2.2	1	-1	-5	-3	-3	3	0	-0.6
CN(C)CC1CCC/C(=C\c2ccc(OC(=O)/C=C/c3ccc(Cl)c(Cl)c3)cc2)C1=O (stereo unspecified)	-1	-4.9	-2	-8	-4	2	9	3	0	-0.6
Cc1c(C(=O)Nc2nnc(C3CC3)s2)oc2ccccc12	-13	2.3	4	0	-3	-4	-11	-17	3	4.4
O=C(CSc1ccc(-c2ccccc2)nn1)NC1CCCC1	-3	0.5	2	-8	0	-4	-8	12	3	-2.4
CC1CN(S(=O)(=O)c2cccc(C(=O)OCC(=O)NCc3ccccc3)c2)CC(C)O1 (stereo unspecified)	-1	-0.1	-4	-1	-1	5	18	0	0	0.1
CCOC(=O)c1nnc(-c2ccc(C)cc2)nc1Oc1ccc(Cl)cc1Cl	2	-1.4	2	-3	/	6	-1	3	1	-0.6
CN(C)c1ccc(CNC2CC(C)(C)NC(C)(C)C2)cc1	-11	-0.7	4	7	1	0	-17	8	-4	-1.5
COc1ccc(OC)c(NC(=O)[C@@H]2CCCN2C(=O)c2cccs2)c1	-11	0.4	4	8	-3	0	-5	4	-2	-0.6
COc1ccc(/C=C/C(=O)NC(=S)Nc2ccccc2C(=O)NC2CCCCC2)cc1	1	0.3	-6	-16	-1	3	-3	5	-4	-0.8
O=C(O)CC(NC(=O)C12CC3CC(CC(C3)C1)C2)c1ccc(OC2CCCC2)cc1 (stereo unspecified)	-1	-3.0	0	-7	6	-2	16	19	0	-3.6
Cc1ccc(COc2coc(CO)cc2=O)cc1	-10	-1.6	-1	-1	-5	1	3	-16	3	3.1
O=C(Nc1ccon1)Nc1cc(Cl)ccc1Cl	-5	-0.9	-5	3	/	-2	11	-1	-1	0.1
CCOc1cccc2sc(N(CCN(C)C)C(=O)CCS(=O)(=O)c3ccccc3)nc12	-6	-0.5	1	-2	8	-3	-5	8	-7	-1.6

A second format for part of the listing above:
canonical_smiles | RTF Ca sens inh | LANA DNA inh | HTR5A ag ctr | cardiac RTF act | CAL-PDZ inh HTS | V-ATPase pHluor | HTR5A inv ag | MOR-DOR inv ag | Keap1-Nrf2 PPI | OPRM1-OPRD1 ag
CCOC(=O)c1nnc(-c2ccc(C)cc2)nc1Oc1ccc(Cl)cc1Cl | 2 | -1.4 | 2 | -3 | / | 6 | -1 | 3 | 1 | -0.6
CN(C)c1ccc(CNC2CC(C)(C)NC(C)(C)C2)cc1 | -11 | -0.7 | 4 | 7 | 1 | 0 | -17 | 8 | -4 | -1.5
COc1ccc(OC)c(NC(=O)[C@@H]2CCCN2C(=O)c2cccs2)c1 | -11 | 0.4 | 4 | 8 | -3 | 0 | -5 | 4 | -2 | -0.6
COc1ccc(/C=C/C(=O)NC(=S)Nc2ccccc2C(=O)NC2CCCCC2)cc1 | 1 | 0.3 | -6 | -16 | -1 | 3 | -3 | 5 | -4 | -0.8
O=C(O)CC(NC(=O)C12CC3CC(CC(C3)C1)C2)c1ccc(OC2CCCC2)cc1 (stereo unspecified) | -1 | -3.0 | 0 | -7 | 6 | -2 | 16 | 19 | 0 | -3.6

Next results
SMILES	RTF Ca sens inh	LANA DNA inh	HTR5A ag ctr	cardiac RTF act	CAL-PDZ inh HTS	V-ATPase pHluor	HTR5A inv ag	MOR-DOR inv ag	Keap1-Nrf2 PPI	OPRM1-OPRD1 ag
Cc1cc(OC(C)C)c2c(-c3ccccc3)cc(=O)oc2c1	-2	4.4	2	-1	-5	1	-6	-18	0	3.5
Cc1ccc(NC(=O)C2=C(O)c3sccc3N(C)S2(=O)=O)cc1	-5	-1.9	5	-3	-2	4	-19	3	-1	-0.6
N#Cc1nc(-c2cccs2)oc1NCc1ccco1	-5	3.6	-10	9	-1	/	26	-9	-2	1.5
O=C(O)c1ccc(Cn2ccc3ccccc32)o1	1	4.0	-2	-1	-5	4	7	6	-2	-1.3
O=C1Nc2ccccc2C1=Nc1ccc(Cl)cc1	-2	1.3	-4	10	-2	2	14	64*	-4	-14
CCO[C@H]1OC(C(=O)N2CCOCC2)=C[C@@H](c2ccc(C(F)(F)F)cc2)[C@@H]1CCCO	0	1.3	-4	2	-2	3	0	6	-4	-1.1
O=C(CCc1nc2ccccc2c(=O)[nH]1)Nc1cc(C(F)(F)F)ccc1N1CCOCC1	-2	-0.2	-2	-4	-7	6	-15	11	1	-2.0
Cc1ccc(Cn2nc(C)c(NC(=O)c3cc(C)no3)c2C)cc1	-11	-0.4	-7	-1	/	-6	19	5	5	-0.8
CCc1cc2c(=O)c(-c3nc4ccccc4n3C)coc2c(CN2CCN(C)CC2)c1O	6	-1.8	8	-3	-2	-1	13	13	0	-2.2
Cc1ccc(Oc2ncnc(N)c2[N+](=O)[O-])cc1	-10	-0.3	8	4	-3	1	27	-6	0	1.4
CCc1ccc(C(c2c(C)nn(-c3ccccc3)c2N)c2c(C)nn(-c3ccccc3)c2N)cc1	-5	0.5	4	-10	-2	-2	-18	5	2	-0.9
CCCCC(CC)CN1CN(CC(CC)CCCC)CC(C)(N)C1 (stereo unspecified)	-5	0.4	-2	5	1	1	5	-10	-5	1.9
COc1ccccc1NC(=O)c1ccc(NC(=O)CN2CCCC2)cc1	6	1.4	1	4	/	1	-4	6	6	-1.1
Clc1ccc(-n2cccc2CN2CCc3c([nH]c4ccccc34)C2c2ccccn2)nc1 (stereo unspecified)	-5	1.8	3	5	6	-1	-8	-14	-2	2.8
COc1ccc(C(=O)Nc2ccc(N3CCC(C)CC3)cc2)cc1Br	-4	-0.2	2	1	-1	-2	-4	12	1	-2.3
Cc1ccc(C(=O)Nc2cccc(N3C(=O)C4CCC(C)CC4C3=O)c2)cc1 (stereo unspecified)	-5	-0.9	2	0	-5	2	-13	-4	-1	0.6

High-throughput results: PubChem BioAssay, several laboratories
